TAAR1 ag: agonists of human TAAR1 | Q96RJ0 | activation, % at 3 µM | CHO RD-HGA16 TAAR1, Fluo-8 calcium fluorescence; vehicle wells 0%, saturating PEA agonist 100% | 360,000 tested, 0.99% active;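 active means activation above the mean activation of all test compounds in the run plus 3 SD, cut at about 38% in these data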
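System: CHO-derived RD-HGA16 cells with stable Gα16 and human TAAR1 / Times: 17-24 h plating, Fluo-8 75 min 37 °C, 30 min RT / Technique: calcium-sensitive Fluo-8 signal, excitation 470-495, emission 515-575 nm / Measure: % activation relative to PEA EC100 response / Benchmarks: DMSO and PEA EC100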
CHRM4 PAM: potentiates acetylcholine response at human M4 receptor | CHO-K1 hM4/Gqi5, Fluo-8 calcium fluorescence, ACh EC20; 0% = ACh EC20, 100% = maximal ACh | 360,000 tested, 0.4% active | activation, % at 3 µM;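 active means activation above its plate's cutoff, the mean activation of sample wells plus 3 SD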; further: some results filed as inactive read as strong as hits
Target sequence (P08173 whole entry, looked up): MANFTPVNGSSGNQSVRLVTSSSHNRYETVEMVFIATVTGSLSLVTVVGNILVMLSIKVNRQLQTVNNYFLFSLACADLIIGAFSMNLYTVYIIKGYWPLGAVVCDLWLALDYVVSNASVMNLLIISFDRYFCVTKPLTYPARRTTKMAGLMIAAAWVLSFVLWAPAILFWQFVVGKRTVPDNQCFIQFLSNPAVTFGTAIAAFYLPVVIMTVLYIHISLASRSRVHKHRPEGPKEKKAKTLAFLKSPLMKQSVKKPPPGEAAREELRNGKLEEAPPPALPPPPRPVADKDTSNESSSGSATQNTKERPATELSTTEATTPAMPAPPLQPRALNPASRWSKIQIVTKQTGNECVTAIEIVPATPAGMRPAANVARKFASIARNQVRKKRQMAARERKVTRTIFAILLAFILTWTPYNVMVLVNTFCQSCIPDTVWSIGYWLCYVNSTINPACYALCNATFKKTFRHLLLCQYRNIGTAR
M1 PAM parental: nonselective activator or artifact in parental CHO-K1 calcium assay; ATP EC20, Fluo-8 calcium fluorescence; 0% at ATP EC20, 100% at ATP max; activation, % at 3 µM; 360,000 tested, 0.02% active; AID 602247;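 active means activation above the run cutoff, the mean activation of all test compounds plus 3 SD, cut at about 40% in these data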;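 further: peak over basal fluorescence ratio in a 140 s read after ATP addition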
CHRM5 antagonist: antagonists of human muscarinic M5 receptor (CHRM5); P08912; CHO-hM5 cells, Fluo-8 calcium fluorescence, ACh EC80; inhibition, % at 3 µM; 360,000 tested, 0.59% active;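 active means inhibition above a per-plate cutoff, the mean of that plate's test compounds plus 3 SD, cut at about 27% in these data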;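 further: 0% = acetylcholine EC80 with DMSO and 100% = DMSO without agonist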
Target sequence (P08912 whole entry, looked up): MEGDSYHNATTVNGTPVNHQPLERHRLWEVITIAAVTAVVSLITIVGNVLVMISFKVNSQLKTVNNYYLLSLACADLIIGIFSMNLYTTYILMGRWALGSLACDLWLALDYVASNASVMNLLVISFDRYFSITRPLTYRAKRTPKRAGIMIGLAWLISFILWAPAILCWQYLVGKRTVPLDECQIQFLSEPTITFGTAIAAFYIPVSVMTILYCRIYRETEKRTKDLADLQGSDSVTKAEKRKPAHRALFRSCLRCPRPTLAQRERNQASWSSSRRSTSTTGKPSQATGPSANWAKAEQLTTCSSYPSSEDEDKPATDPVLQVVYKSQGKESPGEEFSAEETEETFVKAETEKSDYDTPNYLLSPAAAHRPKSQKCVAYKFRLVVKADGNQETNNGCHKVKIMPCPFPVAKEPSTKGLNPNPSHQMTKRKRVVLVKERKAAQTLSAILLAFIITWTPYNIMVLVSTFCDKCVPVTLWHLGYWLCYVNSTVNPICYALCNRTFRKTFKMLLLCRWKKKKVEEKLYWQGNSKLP
TAAR1 antag: human TAAR1 antagonism | Q96RJ0 | AID 624466 | 360,000 tested, 1.5% active | inhibition, % at 3 µM | CHO RD-HGA16 TAAR1, Fluo-8 calcium fluorescence, antagonist;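 active means inhibition above a per-plate cutoff, the mean inhibition of test compounds on that plate plus 3 SD, cut at about 49% in these data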;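 further: 0% = DMSO plus EC80 beta-PEA response and 100% = DMSO alone without agonist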
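System: RD-HGA16 CHO cells with stable hTAAR1 and Gα16 | Probe or stimulus: EC80 β-phenethylamine stimulus | Dosing: 3 µM, single point | Times: Dye loading 75 min at 37 °C, then 30 min room temperature | Measured by: Fluo-8 calcium-sensitive fluorescence | Read-out basis: % inhibition of agonist calcium response | Replicates: n of 1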
CRFR2-BP ag: CRF-BP/CRF-R2 complex agonism; activation, % at 13.2 µM; 350,000 tested, 0.46% active; HEK293 CRF-R2/CRF-BP, calcium dye fluorescence (FLIPR); percent of saturating CRF peptide response;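 active means activation of at least 50%, plus an integration ratio under a set limit after plate pattern correction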;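 further: plate controls were neutral control wells without compound for no effect and CRF at EC100 for full effect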
CRFBP-R2 block: blocks CRF-induced signaling of the CRF-BP/CRF-R2 complex. HEK293 CRF-R2/CRF-BP, CRF-induced calcium fluorescence. inhibition, % at 11.8 µM. 350,000 tested, 0.59% active. AID 588475;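 active means inhibition of the ligand-induced calcium signal above about 50% at the single tested concentration, limit read from the data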
M5 ag: CHRM5 agonism in calcium assay. P08912. CHO-K1 hM5 cells, Fluo-8 calcium fluorescence; 0% DMSO wells, 100% maximal acetylcholine response. activation, % at 3 µM. 360,000 tested, 0.19% active. AID 624037;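 active means activation above the run's mean over test compounds plus 3 SD, cut at about 23% in these data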;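 further: signal is peak over basal fluorescence ratio across the kinetic read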
CHRM5 PAM: potentiates acetylcholine response at human M5 receptor | activation, % at 3 µM | P08912 | 360,000 tested, 0.3% active | AID 624038 | CHO-K1 hM5, Fluo-8 calcium, ACh EC20 PAM; 0% = ACh EC20, 100% = ACh EC100;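 active means activation above the run cutoff, the mean activation of all test compounds plus 3 SD, cut at about 18% in these data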
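Assay system: CHO-K1 hM5 cells / Incubation: Fluo-8 loading 80 min at 37 °C plus 30 min room temperature / Technique: Fluo-8 calcium dye fluorescence, kinetic read / Repeats: single replicate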
The depositor's hits bear a star; x = no result given.

#1 Cc1cc(C(=O)COC(=O)CCCN2C(=O)c3ccccc3C2=O)c(C)n1C
#2 O=C(NCc1ccccn1)C(=O)NCC1OCCN1C(=O)c1ccc(Cl)cc1 (stereo not drawn)
#3 CC1=C(N2CCN(c3ncccn3)CC2)CCC1=O
#4 COC(=O)c1nnn(Cc2ccccc2)c1N
#5 COc1ccc(NS(=O)(=O)c2c(C(=O)N3CCCCCC3)c(C)n(C)c2C)cc1OC
#6 CCn1c(CSCc2ccc(F)cc2)nnc1SCC(=O)NCc1ccccc1
screen / no.,1,2,3,4,5,6
TAAR1 ag,5,5,6,4,0,11
CHRM4 PAM,12,7,9,10,7,-9
M1 PAM parental,13,-21,23,-8,15,3
CHRM5 antagonist,-5,6,5,-4,4,4
TAAR1 antag,-1,-20,5,-14,-20,19
CRFR2-BP ag,0.2,-2.2,-1.5,-3.4,1.7,-1.7
CRFBP-R2 block,12,7,8,-7,-9,1
M5 ag,0,-4,2,0,-4,1
CHRM5 PAM,2,2,-1,5,-1,-4

#7 S=C1SCN(Cc2ccccc2)CN1Cc1ccco1
#8 CCN1CCN(S(=O)(=O)c2cccs2)CC1
#9 CCC[C@@H](CN[C@@H](CNC)[C@H](C)CC)NCC1CCC(C(C)(C)C)CC1 (stereo partly drawn)
#10 Cc1cc(C)n(-c2nc(Nc3ccccc3C(F)(F)F)nc(-n3nc(C)cc3C)n2)n1
#11 CN(Cc1ccccc1)C(=O)c1ccc2c(c1)OCO2
#12 O=C1CC(c2ccc(F)cc2)c2cc3c(cc2N1)CCC3 (stereo not drawn)
screen / no.,7,8,9,10,11,12
TAAR1 ag,4,2,19,37,1,8
CHRM4 PAM,11,1,3,-11,12,-8
M1 PAM parental,8,5,18,0,-4,7
CHRM5 antagonist,-2,10,10,30*,0,-1
TAAR1 antag,-15,-6,8,92*,-3,-30
CRFR2-BP ag,-2.6,0.6,15,1.1,0.4,-1.2
CRFBP-R2 block,5,12,-13,12,6,-55
M5 ag,-1,-6,-2,1,1,0
CHRM5 PAM,3,-8,6,-16,5,-5

#13 COc1cc(/C=C2/S/C(=N/S(=O)(=O)Cc3ccccc3)NC2=O)c([N+](=O)[O-])cc1OC
#14 CC(=O)N(C1CC(C)C(C#N)(C#N)C1(C#N)C#N)N(C)C (stereo not drawn)
#15 COCCCNC(=O)CCn1c(=O)c2ccccc2n(Cc2cccc([N+](=O)[O-])c2)c1=O
#16 CC(C)[C@H](NC(=O)c1ccco1)C(=O)OCC(=O)c1ccc2c(c1)NC(=O)CO2
#17 Cc1ccc(-n2c([S-])c(C(=O)Nc3ccc(OC(F)F)cc3)[n+]3ccc(C(=O)NCCO)cc23)cc1C
#18 CNC(=O)c1cc(S(=O)(=O)N2CC(C)OC(C)C2)ccc1N1CCOCC1 (stereo not drawn)
screen / no.,13,14,15,16,17,18
TAAR1 ag,-1,5,1,8,5,0
CHRM4 PAM,-3,1,6,4,-7,-2
M1 PAM parental,-6,10,18,17,1,-9
CHRM5 antagonist,7,6,4,3,8,20
TAAR1 antag,-11,-12,-15,-26,4,-1
CRFR2-BP ag,0.3,1.3,-1.5,-1.4,3.6,-0.2
CRFBP-R2 block,2,13,-6,-4,-13,1
M5 ag,4,-3,0,-3,-11,-2
CHRM5 PAM,3,2,2,6,4,-7

#19 CC(C)(C)NC(=O)CN(Cc1cccs1)C(=O)C1COc2ccccc2O1 (stereo not drawn)
#20 COc1ccc(CCn2c(=S)[nH]c3cc(C(=O)N4CCOCC4)ccc3c2=O)cc1OC
#21 O=C(NCCN1CCOCC1)c1cccc(S(=O)(=O)Nc2cc(Cl)ccc2Cl)c1
#22 CCOc1ccccc1C(=O)Nc1cc(C(=O)NCCc2ccccc2)ccc1Cl
#23 O=C(Cn1nc(C(F)(F)F)c2c1CCCC2)NC1CCCC1
#24 Cc1c([N+](=O)[O-])c([N+](=O)[O-])nn1CC(=O)N1CCOCC1
screen / no.,19,20,21,22,23,24
TAAR1 ag,4,9,1,-2,5,0
CHRM4 PAM,-5,3,7,0,13,4
M1 PAM parental,21,6,14,4,12,8
CHRM5 antagonist,3,19,8,4,-3,-3
TAAR1 antag,12,16,-9,30,-6,-12
CRFR2-BP ag,-0.7,-0.1,0.5,1.5,0.5,-0.3
CRFBP-R2 block,2,2,-4,14,5,2
M5 ag,-1,-2,0,1,-8,2
CHRM5 PAM,-3,-4,1,-1,0,7

#25 Cc1ccc(S(=O)(=O)N(CC2CO2)c2cc(Cl)ccc2Cl)cc1 (stereo not drawn)
#26 CCc1ccc(NC(=S)Nc2cc(C(=O)O)ccc2N2CC3CC(C2)c2cccc(=O)n2C3)cc1 (stereo not drawn)
#27 O=C(Nc1ccccc1)c1ccc(Br)o1
#28 Cc1ccc(CC(=O)NC2CCSC2=O)cc1 (stereo not drawn)
#29 NNC(=O)CCN1CCCCC1
#30 CSc1cccc(NC(=S)N2CCCN(Cc3ccc(F)cc3)C2)c1
screen / no.,25,26,27,28,29,30
TAAR1 ag,-2,6,12,3,1,11
CHRM4 PAM,-6,6,1,6,-11,-26
M1 PAM parental,-1,-5,-20,1,10,10
CHRM5 antagonist,21,-2,2,7,6,15
TAAR1 antag,-7,8,-13,-2,-5,-1
CRFR2-BP ag,1.6,-0.5,-1.2,-0.8,0.8,0.5
CRFBP-R2 block,-5,3,6,10,-8,18
M5 ag,-6,-3,0,-2,-3,-8
CHRM5 PAM,-4,-3,0,-1,-6,-9

#31 O=C(O)c1ccc2c(c1)nnn2C1CCCCC1
#32 CC(=O)Nc1ccc(CN2CCCC(CCC(=O)NCc3ccccc3F)C2)cc1 (stereo not drawn)
#33 CCOC(=O)c1c(NC(=O)COC(=O)CCCOc2ccc(OC)cc2)sc(C(=O)NC)c1C
#34 COC(=O)C1C(=O)C2=C(CC1C)NC(=O)CC2c1ccccc1 (stereo not drawn)
#35 COCCCNc1ccc([N+](=O)[O-])cc1C(=O)Nc1cccc(C)n1
#36 O=C(CSc1nnc(COc2cccc3cccnc23)o1)N1CCCC1
screen / no.,31,32,33,34,35,36
TAAR1 ag,18,1,4,5,-1,-1
CHRM4 PAM,1,-16,2,16,-7,-1
M1 PAM parental,7,4,26,3,18,14
CHRM5 antagonist,3,3,4,7,9,-1
TAAR1 antag,-17,11,4,0,-14,-8
CRFR2-BP ag,-0.7,1.5,-0.3,-4.0,-3.8,-2.0
CRFBP-R2 block,-4,-26,-1,6,8,-8
M5 ag,-4,-8,1,-2,-6,-1
CHRM5 PAM,1,8,2,3,2,5

#37 [O-]/[N+](=C\c1ccco1)c1ccc(Cl)cc1
#38 CCCS(=O)(=O)c1nc(S(=O)(=O)c2ccc(C)cc2)c(N2CCCC2)s1
#39 COc1ccc(OC)c(COC(=O)c2cccc(S(=O)(=O)N3CCCCC3)c2)c1
#40 CCOc1ccccc1NC(=O)C(NCCN(C)C)c1ccccc1 (stereo not drawn)
#41 COC(=O)c1c(/N=C/N(C)C)sc2c1CCN(c1ncc(C(F)(F)F)cc1Cl)C2
#42 C/C(=N\OC(=O)c1ccc(Br)cc1)c1ccccn1
screen / no.,37,38,39,40,41,42
TAAR1 ag,0,3,5,0,5,2
CHRM4 PAM,1,-3,7,-1,6,1
M1 PAM parental,10,8,12,15,-6,13
CHRM5 antagonist,-11,-3,7,-5,2,-11
TAAR1 antag,-8,3,-9,-1,4,8
CRFR2-BP ag,0.8,89*,11,0.6,1.1,-5.1
CRFBP-R2 block,-14,-82,-6,13,6,6
M5 ag,1,2,-1,-17,-6,-4
CHRM5 PAM,8,2,-7,7,-11,3

#43 NC(=S)Nc1ccc(Cl)cc1Cl
#44 Cc1ccc(S(=O)(=O)N(C)c2cc(S(=O)(=O)N3CCC(C)CC3)c(C)cc2C)cc1
#45 CCCCCCCCSc1nnc2[nH]c(=O)cc(N)n12
#46 COc1ccc(Nc2nc(NN)nc(C)c2[N+](=O)[O-])cc1
#47 CC1CCCN(C(=O)C2CCN(S(=O)(=O)c3ccccc3)CC2)C1 (stereo not drawn)
#48 Cc1ccccc1OCC(O)Cn1c(Br)nc2c1c(=O)n(C)c(=O)n2C (stereo not drawn)
screen / no.,43,44,45,46,47,48
TAAR1 ag,2,2,7,-1,2,16
CHRM4 PAM,-1,-1,4,3,5,-6
M1 PAM parental,10,14,0,11,-15,-6
CHRM5 antagonist,-7,9,-11,11,16,23
TAAR1 antag,-3,39,11,16,-9,36
CRFR2-BP ag,0.4,4.9,-0.5,-0.8,-2.0,-0.5
CRFBP-R2 block,-1,-8,6,-6,-13,-10
M5 ag,3,-4,-5,1,3,2
CHRM5 PAM,6,9,-1,2,-5,-19

Entries 38–45, reprinted for reference:
#38 CCCS(=O)(=O)c1nc(S(=O)(=O)c2ccc(C)cc2)c(N2CCCC2)s1
#39 COc1ccc(OC)c(COC(=O)c2cccc(S(=O)(=O)N3CCCCC3)c2)c1
#40 CCOc1ccccc1NC(=O)C(NCCN(C)C)c1ccccc1 (stereo not drawn)
#41 COC(=O)c1c(/N=C/N(C)C)sc2c1CCN(c1ncc(C(F)(F)F)cc1Cl)C2
#42 C/C(=N\OC(=O)c1ccc(Br)cc1)c1ccccn1
#43 NC(=S)Nc1ccc(Cl)cc1Cl
#44 Cc1ccc(S(=O)(=O)N(C)c2cc(S(=O)(=O)N3CCC(C)CC3)c(C)cc2C)cc1
#45 CCCCCCCCSc1nnc2[nH]c(=O)cc(N)n12
screen / no.,38,39,40,41,42,43,44,45
TAAR1 ag,3,5,0,5,2,2,2,7
CHRM4 PAM,-3,7,-1,6,1,-1,-1,4
M1 PAM parental,8,12,15,-6,13,10,14,0
CHRM5 antagonist,-3,7,-5,2,-11,-7,9,-11
TAAR1 antag,3,-9,-1,4,8,-3,39,11
CRFR2-BP ag,89*,11,0.6,1.1,-5.1,0.4,4.9,-0.5
CRFBP-R2 block,-82,-6,13,6,6,-1,-8,6
M5 ag,2,-1,-17,-6,-4,3,-4,-5
CHRM5 PAM,2,-7,7,-11,3,6,9,-1

Remaining list, next part.
#49 O=C(NCc1ccco1)C1CCN(S(=O)(=O)c2ccccc2C(F)(F)F)CC1
#50 O=C(C1=C[C@H](c2ccccc2)C[C@H](OCc2ccc(CO)cc2)O1)N1CCN(Cc2ccc3c(c2)OCO3)CC1
#51 CCCOc1ccc(OCCN2CCCC(C)C2)cc1 (stereo not drawn)
#52 Cc1ncc([N+](=O)[O-])n1CCOC(=O)NC(NCc1cccnc1)C(Cl)(Cl)Cl (stereo not drawn)
#53 CC1CN(c2cc3nccnc3cc2F)CC(C)O1 (stereo not drawn)
#54 O=C(Cn1nc(C(=O)O)c2ccccc2c1=O)Nc1cccc(Br)c1
#55 CCCCc1ccc(Nc2ncnc3nc[nH]c23)cc1
screen / no.,49,50,51,52,53,54,55
TAAR1 ag,10,8,6,0,x,11,-1
CHRM4 PAM,7,-5,-14,8,-1,5,-3
M1 PAM parental,10,4,23,-8,4,12,1
CHRM5 antagonist,7,9,1,2,0,-9,2
TAAR1 antag,-9,35,-29,-13,x,-4,-41
CRFR2-BP ag,0.0,-0.6,-0.2,1.0,3.3,0.8,-0.1
CRFBP-R2 block,3,15,5,6,9,-13,8
M5 ag,4,1,-8,-2,3,5,0
CHRM5 PAM,-2,-17,1,1,0,4,-14

High-throughput results (PubChem)
